Bioassay records deposited in PubChem BioAssay by several laboratories.
Tat transport: E. coli Tat export inhibitors, primary screen, MC4100, TorA-mCherry reporter, fluorescence, single point. inhibition, % at 10 µM. actives 0.036% (n = 340,000). AID 488895, 2010;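 active = mean replicate inhibition at least 50% and at least half of replicates individually reaching 50%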;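 note: exported cargo escapes ClpAP degradation while cytoplasmic cargo is degraded and loses fluorescence; 0% = median of neutral control wells and 100% = median of NaSCN control wells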
phage Ecoli inh: growth loss of phage-infected E. coli, primary screen, RecBCD inhibitor project, absorbance, with phage, HTS | actives 0.26% (n = 360,000) | inhibition, % at 11.9 µM; in the data active = inhibition above about 11%
SR-BI uptake up: activators of SR-BI mediated DiI-HDL uptake, primary screen, ldlA[mSR-BI] CHO cells, DiI fluorescence. activation, % at 12.5 µM. actives 0.096% (n = 320,000). 3 h; 100 = double the neutral-control signal;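 active = mean replicate activation of at least 60% and every replicate at or above 60%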;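 note: 0% = median plate neutral-control signal and 100% = twice that signal; values of inactives mirror those of a sister screen read the other way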
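Assay system: LDL receptor-deficient CHO ldlA cells overexpressing murine SR-BI / Medium: BSA-supplemented, HEPES-buffered Ham's F12, pH 7.4 / Probe or stimulus: DiI-labelled HDL at 10 µg/mL final / Timing: compound with DiI-HDL co-incubation, 3 h at 37 °C / Technique: bottom-read cell fluorescence after medium removal, ex 550/em 595 nm / Measure: HDL uptake via cellular fluorescence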
CAL PDZ FP-1: CAL PDZ peptide-binding inhibitors, primary screen, biochemical, fluorescence polarization, Cer-tagged CAL PDZ, HTS | AID 504414, 2011 | Golgi-associated PDZ and coiled-coil motif-containing protein (Homo sapiens), Q9HD26 | actives 0.02% (n = 330,000) | inhibition, % at 20 µM | purified CAL PDZ, TMR-peptide fluorescence polarization, 1 h;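 active = highest replicate inhibition of at least 40%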;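 note: plate controls were DMSO neutral control wells for no effect and unlabeled competitor peptide control wells for full effect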
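Assay system – tagged CAL PDZ protein CerCALP, purified · Timing – 1 h at RT · Compound – single point, 20 µM · Measured by – fluorescence polarization from S- and P-plane intensities, G-factor corrected · Evaluation – inhibition from polarization loss · Probe or stimulus – TMR reporter peptide T*-PRC34 · Buffer or medium – pH 7.4 phosphate-saline buffer, reducing agent, detergent, IgG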
SR-BI HDL uptake: inhibitors of SR-BI mediated HDL lipid uptake, primary screen, ldlA[mSR-BI] cells, fluorescence, single point; ldlA[mSR-BI] CHO cells, DiI-HDL uptake fluorescence, 3 h; AID 488896, 2010; actives 0.96% (n = 320,000); Scavenger receptor class B member 1 (Mus musculus), Q61009; inhibition, % at 12.5 µM;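 active = mean replicate inhibition of at least 70% and a set share of replicates each scoring 70 or more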;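 note: 0% = median of neutral control wells and 100% = median of positive control wells; values of inactives mirror those of a sister screen read the other way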
Target sequence (Q61009 whole entry, looked up): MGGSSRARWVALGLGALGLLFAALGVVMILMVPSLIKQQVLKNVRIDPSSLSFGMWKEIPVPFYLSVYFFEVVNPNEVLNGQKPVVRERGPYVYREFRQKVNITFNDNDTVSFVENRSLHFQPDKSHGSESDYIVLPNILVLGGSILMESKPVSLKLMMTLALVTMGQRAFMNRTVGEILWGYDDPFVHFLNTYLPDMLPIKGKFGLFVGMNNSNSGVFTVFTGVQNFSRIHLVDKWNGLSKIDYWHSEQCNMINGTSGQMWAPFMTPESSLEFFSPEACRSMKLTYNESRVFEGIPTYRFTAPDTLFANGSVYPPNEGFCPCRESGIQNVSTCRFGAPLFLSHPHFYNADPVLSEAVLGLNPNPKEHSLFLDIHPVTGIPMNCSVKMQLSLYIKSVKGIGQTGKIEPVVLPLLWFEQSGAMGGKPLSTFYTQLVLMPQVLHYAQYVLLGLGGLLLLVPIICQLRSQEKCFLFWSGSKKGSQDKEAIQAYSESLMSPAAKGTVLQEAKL
Wnt act: Wnt/beta-catenin pathway activators, primary screen, cell-based, plate reader, single point; activation, % at 9.35 µM; actives 1.2% (n = 300,000); Wnt/beta-catenin reporter cell assay, activator; AID 743398, 2014; in the data active = activation above about 30%, passing the limit was not always enough;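 note: 0% = neutral control wells and 100% = positive control wells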
MITF act: activators of MITF-driven TRPM1 promoter reporter, primary screen, cell-based, SK-MEL-5, luciferase, single point; SK-MEL-5 TRPM1-promoter luciferase, 24 h; % of positive control, neutral wells = 0; actives 0.75% (n = 300,000); activation, % at 12.5 µM; AID 588334, 2011;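 active = mean activation of at least 80% with every replicate also reaching 80%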;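 note: 0% = neutral control wells and 100% = parthenolide positive control wells; values of inactives mirror those of a sister screen read the other way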
CAL PDZ FP-2: untagged CAL PDZ binding inhibitors, primary screen, biochemical, fluorescence polarization, HTS; Golgi-associated PDZ and coiled-coil motif-containing protein (Homo sapiens), Q9HD26; inhibition, % at 24.9 µM; purified CAL PDZ, TMR-peptide fluorescence polarization, 1 h; actives 0.92% (n = 300,000); AID 602252, 2012;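 active = mean inhibition of at least 30% with at least half of replicates also reaching 30%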;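 note: 0% = DMSO neutral control and 100% = excess unlabeled competitor peptide PRC23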
AddAB inh: growth inhibition of E. coli expressing H. pylori AddAB, primary screen, AddAB inhibitor project, absorbance; AID 435030, 2010; inhibition, % at 11.9 µM; actives 0.29% (n = 330,000); in the data active = inhibition above about 12%;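 note: 0% = vehicle wells of infected cells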
Ecoli viability: E. coli V3065 growth inhibition, primary screen, counter-screen for AddAB inhibitor project, absorbance, OD600. 18 h. inhibition, % at 11.9 µM. actives 0.27% (n = 330,000). AID 449728, 2010;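 active = inhibition above the campaign's mean inhibition across all tested compounds plus 3 SD, cut at about 9.9% in these data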;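 note: uninfected addAB+ strain grown without phage in ampicillin broth; 0% = DMSO wells and 100% = ciprofloxacin 0.95 µg/ml wells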
* = called active by the depositor; . = no result given. No enrichment for hits; any-hit rate near 3.6%.

SMILES	Tat transport	phage Ecoli inh	SR-BI uptake up	CAL PDZ FP-1	SR-BI HDL uptake	Wnt act	MITF act	CAL PDZ FP-2	AddAB inh	Ecoli viability
COCCN(C(=O)c1ccco1)c1nnc(-c2ccc(F)cc2)s1	4	0.9	-6	-2.0	6	20	46	40*	-1.4	0.2
COc1ccc(OC)c(S(=O)(=O)NCCc2csc(-c3cccnc3)n2)c1	-8	1.7	4	-2.3	-4	2	0	-3	1.6	1.7
COc1ccc(S(=O)(=O)NCC(c2cccnc2)N2CCN(c3ccccc3OC)CC2)cc1C (centres undefined)	-8	1.6	-4	-0.4	4	.	-8	-5	.	.
CN(c1cccc(NC(=O)CN(c2cccc(Cl)c2)S(=O)(=O)c2ccc(Cl)cc2)c1)S(C)(=O)=O	6	3.6	.	-0.3	.	.	-16	9	-0.7	-1.6
Cc1ccc2nc(N3C(=O)C(O)=C(C(=O)c4ccco4)C3c3ccc(C)o3)sc2c1 (centres undefined)	6	1.3	-1	-4.4	1	14	8	-6	3.0	-0.6
CC(=O)c1cccc(NC(=O)Cn2cnc(S(=O)(=O)N3CCc4ccccc43)c2)c1	7	2.5	7	-1.1	-7	-4	-13	-5	0.6	0.5
N#Cc1ccccc1Sc1ccccc1N	-4	.	5	-1.8	-5	-2	7	.	-1.0	-2.1
CC(=O)OCC1=C(C(=O)O)N2C(=O)C(NC(=O)c3ccc(COc4ccc(Cl)cc4)o3)C2SC1 (centres undefined)	2	4.7	-4	-3.4	4	-2	-1	1	0.0	-0.7
CC(C)(C)[C@H]1C=C(C(=O)N2CCOCC2)O[C@@H](OCc2ccc(CO)cc2)C1	0	1.9	-40	-1.1	40	0	19	-1	0.0	1.4
C[C@@H]1CN([C@@H](C)CO)C(=O)Cc2cc(NS(=O)(=O)c3cn(C)cn3)ccc2O[C@@H]1CN(C)C(=O)Nc1ccccc1	-7	3.3	5	1.0	-5	0	1	-1	3.4	-0.1
C=C1CCN([C@@H](CC(C)C)C(=O)NCc2ccco2)S(=O)(=O)c2ccccc21	2	3.6	4	-1.3	-4	1	7	-1	1.6	0.2
C[C@H](NC(=O)OC(C)(C)C)C(=O)N/N=C/c1cccc2nccnc12	-9	3.4	-3	-1.6	3	-1	-6	-6	-0.1	-0.3
COc1ccc(OC)c(S(=O)(=O)N2CCN(c3c(C)cccc3C)CC2)c1	4	0.8	13	0.0	-13	-3	6	.	2.0	1.3
O=C(CCc1nc2ccccc2c(=O)[nH]1)NNC(=O)COc1ccccc1Cl	-2	2.6	13	-1.9	-13	-5	8	0	-0.9	0.1
CCc1cc(C(=O)NNC(=O)c2csc(N3CCOCC3)n2)sc1C	3	1.4	18	-1.8	-18	2	-10	-2	.	.
O=S(=O)(c1ccc2nnn(O)c2c1)N1CCCCC1	-2	2.1	11	-2.1	-11	-2	3	-6	4.4	1.1
CCOC(=O)c1c(NC(=O)CSc2nnc(-c3c[nH]c4ccccc34)n2C)sc2c1CCCC2	-6	-0.4	-37	0.2	37	0	.	.	-1.9	-1.2
NC(=O)C1CCCc2c1n(Cc1ccccc1)c1ccccc21 (centres undefined)	-4	2.2	27	0.4	-27	1	-1	-5	.	.
COc1ccc(/C=N/NC(=O)c2cc(-c3ccccc3OC)nc3ccccc23)cc1COC(C)=O	0	2.9	-4	-2.1	4	0	-19	-5	-0.9	-0.6
COc1ccc(S(=O)(=O)N(C)CC(=O)Nc2ccccc2SC)cc1	7	0.6	4	-1.9	-4	.	-9	-1	4.1	1.4

Quoted at random: two records from the list, in no set order.
SMILES	Tat transport	phage Ecoli inh	SR-BI uptake up	CAL PDZ FP-1	SR-BI HDL uptake	Wnt act	MITF act	CAL PDZ FP-2	AddAB inh	Ecoli viability
C=C1CCN([C@@H](CC(C)C)C(=O)NCc2ccco2)S(=O)(=O)c2ccccc21	2	3.6	4	-1.3	-4	1	7	-1	1.6	0.2
O=C(CCc1nc2ccccc2c(=O)[nH]1)NNC(=O)COc1ccccc1Cl	-2	2.6	13	-1.9	-13	-5	8	0	-0.9	0.1

Remaining list, next part.
SMILES	Tat transport	phage Ecoli inh	SR-BI uptake up	CAL PDZ FP-1	SR-BI HDL uptake	Wnt act	MITF act	CAL PDZ FP-2	AddAB inh	Ecoli viability
CN1C(=O)C(=O)/C(=C(/O)c2ccc(Br)cc2)C1c1ccccc1F (centres undefined)	8	-2.0	18	-0.6	-18	4	-12	-7	2.7	0.0
Cc1cc(C)cc(-n2ncc3c2CCCC3NC(=O)c2cc(C)n(C)n2)c1 (centres undefined)	1	-0.2	-17	-1.2	17	-2	-3	-3	3.4	-1.4
CSc1nnc(CNS(=O)(=O)c2ccc(Br)cc2)n1C	1	0.6	23	-1.3	-23	4	-3	-1	0.2	2.0
Cc1cc(=O)[nH]c(SCC(=O)Nc2ccc(C(=O)O)cc2)n1	-3	1.9	37	0.2	-37	.	8	-4	-0.7	4.3
COCCCNC(=O)CCSc1ccc(Cl)cc1	1	1.5	-1	-0.7	1	.	9	-1	0.7	-2.2
COC(=O)COc1ccc(S(=O)(=O)NCCC2=CCCCC2)cc1	3	-1.7	27	-0.7	-27	.	7	3	-0.3	-0.7
Cn1nnnc1SCC(=O)Nc1c(Cl)cccc1Cl	-2	0.8	23	-0.8	-23	.	4	-7	-3.2	-4.8
COc1ccc(OCCNc2cc(N3CCOCC3)ccc2[N+](=O)[O-])cc1	7	2.4	-45	-1.6	45	.	-4	-1	-0.2	-3.2
COc1cccc(NC(=O)COC(=O)c2sccc2C)c1	-5	1.6	-17	-0.3	17	7	108*	-1	-0.8	-0.7
O=[N+]([O-])c1ccc(OCCn2cncn2)cc1	-7	0.7	28	-3.8	-28	5	-4	4	-0.6	0.5

Some of these compounds in order of the phage Ecoli inh value, ascending:
canonical_smiles,phage Ecoli inh
CN1C(=O)C(=O)/C(=C(/O)c2ccc(Br)cc2)C1c1ccccc1F (centres undefined),-2.0
CSc1nnc(CNS(=O)(=O)c2ccc(Br)cc2)n1C,0.6
COCCCNC(=O)CCSc1ccc(Cl)cc1,1.5

Continued:
SMILES	Tat transport	phage Ecoli inh	SR-BI uptake up	CAL PDZ FP-1	SR-BI HDL uptake	Wnt act	MITF act	CAL PDZ FP-2	AddAB inh	Ecoli viability
CNc1ccc(C(=O)OCC(=O)NCc2ccc3c(c2)OCO3)cc1[N+](=O)[O-]	-1	2.1	15	-0.1	-15	-1	-10	-7	0.4	0.0
CCOC(=O)C1CCCN(CC(=O)NC2CC2)C1 (centres undefined)	2	-0.2	-4	-1.5	4	-2	11	.	1.1	-2.6
CCOC(=O)C1C(=O)C=C(N2CCOCC2)CC1c1cccc(OC)c1 (centres undefined)	5	0.0	9	-2.1	-9	-6	.	0	0.0	-1.8
CN(CC(=O)Nc1ccccc1C(F)(F)F)C(=O)CCc1nc2ccccc2c(=O)[nH]1	-6	-0.4	9	-3.2	-9	1	-10	3	1.0	0.3
O=C(Nc1ccc2ccccc2c1)c1ccc2[nH]c(=O)c(=O)[nH]c2c1	-9	-0.2	.	-4.6	.	3	-11	-1	-0.2	-3.6
O=C(c1ccc(Br)o1)N(Cc1ccccc1)Cc1ccccc1	13	1.8	-8	-0.5	8	0	22	1	2.6	0.6
Cc1nc(-c2ccccc2)sc1C(=O)CSc1ccc(F)cc1	-9	2.8	-7	-1.4	7	.	3	-1	6.1	2.7
Cc1cc(=O)oc2cc(NC(=O)C3COc4ccccc4O3)ccc12 (centres undefined)	0	-0.1	-17	-0.3	17	.	26	-2	-1.1	0.1
CN(C)S(=O)(=O)c1ccc(C(=O)OCC2CCCO2)cc1 (centres undefined)	-5	1.0	21	0.1	-21	-2	.	-4	.	.
Cc1cc(NC(=O)CSc2nnnn2-c2cc(Cl)ccc2C)no1	-3	0.5	.	-1.2	.	-2	3	2	0.8	-1.4
Cc1ccc(NC(=O)COC(=O)COc2cccc3c2OC(C)(C)C3)c(C)c1	6	3.5	5	0.1	-5	5	2	.	-0.5	0.8
CCS(=O)(=O)NCCCCc1ccccc1	-4	0.0	19	-0.8	-19	-7	.	-6	0.4	0.6
Cc1ccc(N2C(S)=C(C#N)C(=O)NC2c2ccco2)cc1 (centres undefined)	-1	5.2	7	-0.3	-7	-1	-1	-2	0.6	2.9
CCO[C@H]1OC(C(=O)NCc2nc3ccccc3[nH]2)=C[C@@H](c2ccc(C(F)(F)F)cc2)[C@@H]1CCCO	17	2.1	-11	-0.5	11	-1	-8	-3	0.7	-0.5
N#CCCN(C(=O)COc1ccc(Br)cc1F)c1ccc(F)cc1	-8	1.3	-8	2.5	8	-1	-12	-3	4.0	0.3
Cc1ccc(S(=O)(=O)N2CCCCC2)cc1NC(=O)c1cncc(Br)c1	1	1.5	-24	-2.0	24	2	-15	-4	.	.
NS(=O)(=O)c1ccc(S(=O)(=O)N2CCCC2)cc1	-6	0.0	-12	0.0	12	-3	-8	-4	0.2	-0.2
COc1ccc(NC(=O)C2=C(C)NC(=O)NC2c2ccccc2[N+](=O)[O-])cc1 (centres undefined)	0	-0.7	17	0.4	-17	1	-8	-5	3.5	-0.9
Cc1ccc(C)c(N2CCN(C(=O)C3CCCN(S(=O)(=O)c4c(C)noc4C)C3)CC2)c1 (centres undefined)	5	2.9	-56	-1.1	56	-3	-15	.	-0.3	1.9
CCSC1=C(C#N)C2(CCCCC2)C2=C(CC(C)(C)CC2=O)N1	6	1.4	-5	0.3	5	-5	16	.	0.3	1.6
Cc1cc(C)c(NC(=O)C[N+](C)(C)CC(O)COc2cccc3ccccc23)c(C)c1 (centres undefined)	13	6.1	-36	-2.9	36	0	-7	-5	4.0	1.9
O=C(COc1cc(O)c2c(=O)cc(-c3ccccc3)oc2c1)c1ccccc1	5	1.9	-59	-0.5	59	.	25	-2	-1.0	-0.2
Cc1oc(-c2cccc(C(F)(F)F)c2)nc1CN1CCN(c2ccccn2)CC1	6	2.8	3	0.3	-3	.	-4	-1	0.7	-0.3
CCN(C(=O)COC(=O)C1CC1C)c1c(N)n(Cc2ccccc2)c(=O)[nH]c1=O (centres undefined)	-3	5.5	33	-1.6	-33	2	4	7	.	.
COC(=O)CNC(=O)C(Cc1ccccc1)NS(=O)(=O)c1ccc2c(c1)c(=O)n(C)c(=O)n2C (centres undefined)	-4	2.7	22	0.1	-22	-1	5	.	-3.1	-1.5
Cc1ccc2[nH]c(=O)c3cc(C(=O)NC(C)C)sc3c2c1	8	2.9	-3	-1.9	3	2	16	-5	1.8	0.5
Cc1ccc(N=C2NC(=O)c3cc([N+](=O)[O-])ccc32)cc1	-1	2.8	4	0.1	-4	.	19	-6	0.1	-1.2
